# Bioassay records from PubChem.
# PAFAH1B3 inh – inhibitors of human PAFAH1B3; recombinant PAFAH1B3, FP-rhodamine probe, fluorescence polarization; inhibition, % at 3.39 µM; 340,000 tested, 0.28% active; AID 492972;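 active means inhibition above the screen-wide average of all tested compounds plus 3 SD, cut at about 25% in these data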;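 further: 0% = enzyme with DMSO only and 100% = wells lacking PAFAH1B3 protein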
# PAFAH2 FP inh – inhibitors of human PAFAH2; inhibition, % at 3.39 µM; recombinant PAFAH2, FP-rhodamine activity probe, fluorescence polarization; 340,000 tested, 0.99% active;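 active means inhibition above the mean over all tested compounds plus 3 SD, cut at about 30% in these data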;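 further: inhibitors block probe labeling of enzyme so polarization drops; 0% = enzyme with DMSO and 100% = wells lacking PAFAH2 protein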
# PAD4 inh – PAD4 (human) enzyme inhibition; Q9UM07; recombinant PAD4, RCA probe fluorescence polarization; inhibition, % at 6.36 µM; 330,000 tested, 0.41% active; AID 485272;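 active means percent inhibition above a cutoff equal to the mean of all tested compounds plus 3 SD, cut at about 15% in these data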;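 further: 0% = PAD4 with RCA probe and DMSO and 100% = probe without PAD4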
# LYPLA1 counter – LYPLA1 (human) inhibition in PME1 counter-screen | O75608 | recombinant LYPLA1, FP-Rh probe fluorescence polarization | inhibition, % at 5.9 µM | 320,000 tested, 0.16% active;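 active means inhibition above the mean of all tested compounds plus 3 SD, set per campaign, cut at about 14% in these data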;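 further: inhibitors block serine hydrolase probe labeling of LYPLA1 so polarization falls; 0% = enzyme with DMSO and 100% = wells lacking LYPLA1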
# Target sequence (O75608 whole entry, looked up): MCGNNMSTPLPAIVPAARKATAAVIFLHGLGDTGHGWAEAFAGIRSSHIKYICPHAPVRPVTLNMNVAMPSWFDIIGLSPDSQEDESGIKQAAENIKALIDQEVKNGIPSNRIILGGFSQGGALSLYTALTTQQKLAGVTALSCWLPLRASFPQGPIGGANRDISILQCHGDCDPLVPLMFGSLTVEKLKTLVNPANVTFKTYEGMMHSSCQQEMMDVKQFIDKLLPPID
# PREPL inh – human PREPL enzyme inhibition. recombinant PREPL, fluorescence polarization activity-based probe. inhibition, % at 5.96 µM. AID 2751. 320,000 tested, 0.68% active; in the data active means inhibition above about 43%;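 further: 0% = enzyme with DMSO and 100% = wells lacking enzyme; many of its hits are not listed in these tables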
# EBNA-1 inhibitor – blocks EBNA-1 binding to DNA; 300,000 tested, 0.34% active; inhibition, % at 14.8 µM; EBNA-1 DNA binding, fluorescence polarization; AID 1950; in the data active means inhibition above about 28%
# LYPLA2 inh – blocks human lysophospholipase 2, a PME1 counter-screen | O95372 | inhibition, % at 5.9 µM | 320,000 tested, 0.38% active | recombinant LYPLA2, FP-Rh probe fluorescence polarization;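 active means inhibition above the screen-wide mean plus 3 SD, limit set per campaign, cut at about 26% in these data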;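 further: 0% = LYPLA2 with DMSO and 100% = wells lacking LYPLA2 enzyme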
# Target sequence (O95372 whole entry, looked up): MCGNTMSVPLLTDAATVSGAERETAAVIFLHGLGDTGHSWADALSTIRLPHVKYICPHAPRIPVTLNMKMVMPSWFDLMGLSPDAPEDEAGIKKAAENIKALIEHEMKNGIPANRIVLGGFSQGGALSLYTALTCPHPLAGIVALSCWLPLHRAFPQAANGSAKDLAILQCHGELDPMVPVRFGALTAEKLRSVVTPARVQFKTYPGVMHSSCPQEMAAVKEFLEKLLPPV
# ZTA counter – blocks Epstein-Barr virus ZTA, an EBNA-1 counter-screen; P03206; ZTA-DNA binding, fluorescence polarization; inhibition, % at 11 µM; 320,000 tested, 0.15% active; in the data active means inhibition above about 33%
# Target sequence (P03206 whole entry, looked up): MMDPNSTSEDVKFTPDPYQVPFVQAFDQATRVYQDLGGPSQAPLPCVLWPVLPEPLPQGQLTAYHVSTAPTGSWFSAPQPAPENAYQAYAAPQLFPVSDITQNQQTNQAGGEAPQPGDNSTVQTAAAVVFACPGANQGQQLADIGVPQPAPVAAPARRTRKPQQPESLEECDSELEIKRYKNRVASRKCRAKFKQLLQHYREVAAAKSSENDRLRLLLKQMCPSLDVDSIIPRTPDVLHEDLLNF
# GSTO1 counter – GSTO1 inhibition, counter-screen for RBBP9 inhibitors; recombinant GSTO1, activity-based probe fluorescence polarization; 300,000 tested, 1.1% active; P78417; inhibition, % at 5.96 µM;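 active means inhibition above the campaign mean inhibition plus 3 SD, cut at about 35% in these data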;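 further: 0% = GSTO1-1 with DMSO and 100% = wells lacking GSTO1-1 enzyme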
# Target sequence (P78417 whole entry, looked up): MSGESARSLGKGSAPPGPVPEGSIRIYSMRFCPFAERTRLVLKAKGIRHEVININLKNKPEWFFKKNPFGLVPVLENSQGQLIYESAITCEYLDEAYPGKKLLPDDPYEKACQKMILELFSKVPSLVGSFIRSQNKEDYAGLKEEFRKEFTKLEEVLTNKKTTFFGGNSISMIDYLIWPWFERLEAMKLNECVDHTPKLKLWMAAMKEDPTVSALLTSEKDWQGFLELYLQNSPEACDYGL
# Active calls of the source: *; x = not tested or not shown; & = joins results of further samples. The list is partial, so the mix of outcomes need not match the whole.
compound,PAFAH1B3 inh,PAFAH2 FP inh,PAD4 inh,LYPLA1 counter,PREPL inh,EBNA-1 inhibitor,LYPLA2 inh,ZTA counter,GSTO1 counter
Cc1noc(/C=C/c2ccco2)c1S(=O)(=O)N1CCC(C(=O)N2CCc3ccccc32)CC1,-3,-8,-6,-6,-27,5,-8,-2,-9
O=C(Cc1cccs1)NCCSc1c(-c2ccc(Cl)cc2)[nH]c2ccccc12,4,3,-1,-15,9,-4,-14,-9,-11
CC(=O)c1cccc(NS(=O)(=O)c2ccc3c(c2)N(C(C)=O)CCO3)c1,0,1,-4,-3,7,5,-1,-3,-2
CN(CC(=O)Nc1ccccc1Cl)C(=O)COC(=O)Cc1ccc(F)cc1,12,-2,4,3,5,5,8,8,-2
O=[N+]([O-])c1cc(Cl)cc2c1nc(NCCO)c1ccccc12,3,8,-3,-3,16,-2,-7,10,-8
COc1cccc(COc2ncnc3sccc23)c1,3,2,0,1,-1,3,0,1,0
COc1ccccc1OCCNC(=O)C1CC(=O)N(Cc2ccc(C)cc2)C1 (configuration not stated),0,10,2,2,10,0,7,-16,-4
Cc1ccc(-c2csc(NC(=O)CCNC(=O)c3ccccc3Cl)n2)cc1,-2,1,1,-3,4,10,-8,14,2
Cc1c(C(=O)N2CCN(Cc3ccccc3)CC2)sc2ncnc(N3CCOCC3)c12,-1,4,-5,0,19,12,-2,13,1
COCCn1c(SCC(=O)NC2CC2)nc2ccccc21,1,-1,1,0,25,x,-6,0,x
CC1CCc2c(C(=O)Nc3cccc(-c4nn[nH]n4)c3)csc2C1 (configuration not stated),1,8,0,-2,-6,1,20,-10,-34
Cc1ccc(C)c(NC(=O)CN(C)C(=O)CCN2C(=O)c3ccccc3C2=O)c1,-5,3,0,-1,-9,2,-2,2,1
CN(CC(=O)NCCCn1ccnc1)S(=O)(=O)c1ccc(Cl)cc1,5,-2,-5,x,-3,x,x,x,x
Cc1cc(C(=O)Nc2ccc3[nH]ccc3c2)no1,6,-1,-1,-2,7,-3,-6,4,3
COc1ccc(-n2c(=O)c3ccccc3n(Cc3ccccc3F)c2=O)cc1OC,8,5,-5,3,-6,10,4,-4,1
O=C(Nc1ccon1)c1ccc(S(=O)(=O)N2CCCCCC2)cc1,11,-3,-2,1,2,-10,7,2,8
CC1=NN(C(C)C)C(=O)C1,2,6,-8,1,-6,2,0,-14,16
c1ccc(OCCOc2ncnc3ccccc23)cc1,10,-2,2,0,-3,2,6,12,1
COCc1ccc(CN2CCCC(CCC(=O)NCc3cccc(OC)c3)C2)o1 (configuration not stated),10,-2,-4,-4,-2,-12,-4,3,-4
CCn1cc(S(=O)(=O)Nc2ccccc2C(F)(F)F)cn1,16,-1,-2,-1,6,4,17,6,-7
C#CCN(C(=O)CC1C(=O)NCCN1C/C=C/c1ccccc1)C1CCCCC1 (configuration not stated),11,6,-2,-2,16,3,-2,3,3
Cc1ccccc1C(=O)Nc1ccc(S(=O)(=O)N2CCN(C)CC2)cc1,-2,-1,0,4,-2,5,2,-2,1
Cc1nnc(SC(C)C(=O)NC2CCCc3ccccc32)n1-c1ccccc1 (configuration not stated),5,1,-1,-3,14,18,-3,6,2
O=C(O)CCS(=O)(=O)c1cc(Br)cc2c1N(C(=O)C1CC1)CC2,-3,-9,0,-1,7,1,3,7,-10
Nc1nc(-c2ccccc2)c(-c2ccccc2)s1,12,0,-3,7,2,-4,2,3,13

# A section from the list above, for reference:
compound,PAFAH1B3 inh,PAFAH2 FP inh,PAD4 inh,LYPLA1 counter,PREPL inh,EBNA-1 inhibitor,LYPLA2 inh,ZTA counter,GSTO1 counter
Cc1ccccc1C(=O)Nc1ccc(S(=O)(=O)N2CCN(C)CC2)cc1,-2,-1,0,4,-2,5,2,-2,1
Cc1nnc(SC(C)C(=O)NC2CCCc3ccccc32)n1-c1ccccc1 (configuration not stated),5,1,-1,-3,14,18,-3,6,2
O=C(O)CCS(=O)(=O)c1cc(Br)cc2c1N(C(=O)C1CC1)CC2,-3,-9,0,-1,7,1,3,7,-10
Nc1nc(-c2ccccc2)c(-c2ccccc2)s1,12,0,-3,7,2,-4,2,3,13

# Remaining list, next part
compound,PAFAH1B3 inh,PAFAH2 FP inh,PAD4 inh,LYPLA1 counter,PREPL inh,EBNA-1 inhibitor,LYPLA2 inh,ZTA counter,GSTO1 counter
Cc1nnc(SCC(=O)NC2CCCCC2)n1C1CCCCC1,1,-5,1,6,6,1,0,1,0
Cc1cc(C)c(S(=O)(=O)N2CCCOC2CNC(=O)C(=O)NCc2ccccn2)c(C)c1 (configuration not stated),1,1,4,3,-3,-11,7,-25,4
O=C(CSC1CC(=O)N(CCc2ccccc2)C1=O)Nc1cccc(Cl)c1 (configuration not stated),9,-2,2,-4,-33,2,8,-15,1
COc1ccc(CN(C)C(=O)c2cc(-c3ccccc3)nc3ccc(C)cc23)c(OC)c1OC,2,3,3,1,6,15,6,2,-2
Clc1cccc(CSc2nnc(-c3ccccn3)n2Cc2ccco2)c1,6,11,-6,1,-8,-14,5,-5,-8
CCOC(=O)c1c(S(=O)(=O)N2CCCC2)c(C)n(C)c1C,-2,0,-1,5,7,-3,3,-16,9
N#CCCCCN1c2cccc3cccc(c23)S1(=O)=O,4,-1,0,-1,-7,-14,-1,-10,-4
Cn1c(SCC(=O)c2ccccc2)nnc1-c1ccc(O)cc1,0,10,-4,1,16,2,8,0,-2
O=C(c1ccc2ccccc2c1)N1CCc2ccccc21,13,7,0,2,-8,-4,4,-3,2
CCCCN(Cc1cccs1)S(=O)(=O)c1ccc(-c2ccc(=O)[nH]n2)s1,6,5,-3,-5,-14,-4,-5,8,-40
Cc1nc(C2CC(=O)OC23CCCCC3)cs1 (configuration not stated),16,3,0,1,2,-9,0,-11,-1
COc1cccc(OCC(O)CN2CCN(c3ccccc3)CC2)c1 (configuration not stated),7&3,-2&4,-2&1,0&1,0&10,-8&3,8&-2,-3&5,-10&0
CN(C)C(=O)c1c(NC(=O)c2ccco2)sc2c1CCCCC2,7,-2,-3,7,1,4,6,8,10
CCN(CCS(=O)(=O)c1ccc(Cl)cc1)C(=O)Nc1ccccc1,x,x,0,1,6,0,3,-7,2
CC(=O)NCCC(=O)Nc1ncc(S(=O)(=O)c2ccc([N+](=O)[O-])cc2)s1,7,5,-3,3,15,2,7,-7,0
O=[N+]([O-])c1cccc(C2=NCCC(c3ccccc3)O2)c1 (configuration not stated),-6,3,2,1,-7,-8,4,-16,2
O=C(COC(=O)CNC(=O)C1CCCCC1)Nc1cccc(F)c1,4,0,0,0,-5,x,3,7,x
COc1ccc(-c2cc(C(=O)NCCCN3CCOCC3)on2)cc1OC,1,7,-2,-3,6,5,6,0,3
N#Cc1cc2c(nc1SCc1cccnc1)CCCCC2,-3,1,-5,9,30,-6,15,-1,3
CC1N=C2c3ccccc3N=C(SCc3cc(=O)n4cc(Cl)ccc4n3)N2C1=O (configuration not stated),3,-8,13,-1,7,4,4,5,17
COc1ccc(Cl)cc1NC(=O)C(=O)N/N=C/c1cc(C)n(-c2ccc(C)cc2)c1C,6,-13,1,2,7,-1,0,-17,3
C=CCc1cc(C)cc(C)c1OCCn1cncn1,4,-11,2,4,22,5,8,4,-7
CN1CCN(c2ccc(CNC(=O)c3ccc4c(c3)OCCO4)cc2)CC1,10,1,2,0,11,9,6,0,-3
Cc1ccc2[nH]c(C(=O)N/N=C/c3ccccc3C(=O)O)c(-c3ccccc3)c2c1,0,3,1,-5,16,-23,-5,7,3
O=C(Cn1nc(C(F)(F)F)c2c1CCC2)Nc1ccccc1C(F)(F)F,0,-4,1,-1,-3,-2,-3,-9,3

# Arranged by molecular weight (low to high): 5 of the compounds above.
compound,PAFAH1B3 inh,PAFAH2 FP inh,PAD4 inh,LYPLA1 counter,PREPL inh,EBNA-1 inhibitor,LYPLA2 inh,ZTA counter,GSTO1 counter
Cc1nc(C2CC(=O)OC23CCCCC3)cs1 (configuration not stated),16,3,0,1,2,-9,0,-11,-1
COc1cccc(OCC(O)CN2CCN(c3ccccc3)CC2)c1 (configuration not stated),7&3,-2&4,-2&1,0&1,0&10,-8&3,8&-2,-3&5,-10&0
CN1CCN(c2ccc(CNC(=O)c3ccc4c(c3)OCCO4)cc2)CC1,10,1,2,0,11,9,6,0,-3
CC1N=C2c3ccccc3N=C(SCc3cc(=O)n4cc(Cl)ccc4n3)N2C1=O (configuration not stated),3,-8,13,-1,7,4,4,5,17
COc1ccc(CN(C)C(=O)c2cc(-c3ccccc3)nc3ccc(C)cc23)c(OC)c1OC,2,3,3,1,6,15,6,2,-2

# More entries:
compound,PAFAH1B3 inh,PAFAH2 FP inh,PAD4 inh,LYPLA1 counter,PREPL inh,EBNA-1 inhibitor,LYPLA2 inh,ZTA counter,GSTO1 counter
COc1cc(/C=N/NC(=O)c2cccc(C)c2)ccc1OCC(=O)Nc1ccccc1,x,x,-2,-6,-6,-5,-7,-4,-6
COc1ccc(/C=C/C(=O)N[C@@H](C)C(=O)O)cc1,6,0,1,1,14,-15,9,-15,-4
CN1C(=O)/C(=C/c2ccc(OCc3ccc(F)cc3)cc2)NC1=S,8,-9,1,4,14,-13,6,-13,1
C=CCn1c(C)csc1=Nc1ccc(C(C)=O)cc1,5,-5,0,1,7,-5,3,4,-4
Cc1nn(C)cc1C1C(C#N)=C(N)N(c2cccnc2)C2=C1C(=O)CCC2 (configuration not stated),0,-5,5,1,16,-1,6,2,6
Cc1cc(N2CCCC2)nc2c(C)cccc12,9,-3,4,0,-1,-3,7,11,0
CC12CCC(C(=O)NCCc3ccccc3)(OC1=O)C2(C)C (configuration not stated),0,-1,-2,4,4,1,6,-7,1
CCCC(=O)NCc1nc2ccccc2n1C,18,-2,1,-2,-5,-6,-7,12,0
COc1ccc(NC(=O)CSc2nc3[nH]c(=O)cc(O)c3s2)cc1OC,14,2,1,-4,4,x,2,1,x
O=C(NC1CCCCCC1)c1cccc(COCC(F)(F)F)c1,0,1,-4,2,4,12,9,2,-1
c1cnc(-c2nnc3n2CCCCC3)cn1,0,-1,-8,-5,2,-4,-3,3,3
O=C(NC1CCCC1)C(=O)N(Cc1cccnc1)C(C(=O)NCc1ccco1)c1ccccc1F (configuration not stated),3,6,1,3,-1,9,7,0,1
CCOC(=O)c1c(C)[nH]c(C)c1C(=O)COC(=O)/C=C/c1ccc(OC(F)F)cc1,0,-5,1,-6,13,5,-6,-2,-1
COCCNC(=O)c1cc2cc(Br)cc(Br)c2oc1=O,-1,2,2,2,8,1,3,-5,8
COc1ccc(NC(=O)CCN2CC(C)OC(C)C2)c(OC)c1 (configuration not stated),8,-6,1,-1,14,3,1,-8,0
